Screening data deposited in PubChem BioAssay by National Center for Advancing Translational Sciences (NCATS).
SNCA expr inhib: Primary qHTS assay for inhibitors of alpha-synuclein gene (SNCA) expression. HEK-293 SNCA-luciferase knock-in, luminescence, 24 h. Potency, µM (highest dose often 57.2 µM), inactives show top-dose activity change, negative = inhibition, usual class: inhibitors. hit rate 0.17% among 140,000;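 note: potency is the fitted concentration of half-maximal effect; plate controls were DMSO cells for no effect and cell-free wells for full effect; nearly all actives have a fitted effect of over 45% in size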
Luciferase inh: Firefly luciferase inhibition profiling of diverse chemical library using quantitative high-throughput screening. purified P. pyralis luciferase, luminescence, biochemical. Potency, µM (series often up to 115 µM), for inactives: top-dose activity change, negative = inhibition, hits mostly inhibitors. AID 1347043, 2019. Luciferin 4-monooxygenase (Photinus pyralis), P08659. hit rate 2.5% among 76,000; note: potency is the fitted concentration of half-maximal effect; nearly all actives have a fitted effect of over 65% in size
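Luminescence read by CCD imaging after purified firefly luciferase (10nM final) was added to substrate buffer holding 10uM D-luciferin and 10uM ATP, pH 7.5, pre-dosed with compound.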
IP6K1 inhibitor: Primary qHTS assay for small molecule inhibitors of Inositol hexaphosphate kinase 1 (IP6K1); IP6K1 kinase, ADP-Glo luminescence, 2 h; active compounds read low; activity change, % (series mostly up to about 58 µM); hit rate 0.81% among 140,000; in the data active = activity change below about -25%
Target sequence (Q92551 whole entry, looked up): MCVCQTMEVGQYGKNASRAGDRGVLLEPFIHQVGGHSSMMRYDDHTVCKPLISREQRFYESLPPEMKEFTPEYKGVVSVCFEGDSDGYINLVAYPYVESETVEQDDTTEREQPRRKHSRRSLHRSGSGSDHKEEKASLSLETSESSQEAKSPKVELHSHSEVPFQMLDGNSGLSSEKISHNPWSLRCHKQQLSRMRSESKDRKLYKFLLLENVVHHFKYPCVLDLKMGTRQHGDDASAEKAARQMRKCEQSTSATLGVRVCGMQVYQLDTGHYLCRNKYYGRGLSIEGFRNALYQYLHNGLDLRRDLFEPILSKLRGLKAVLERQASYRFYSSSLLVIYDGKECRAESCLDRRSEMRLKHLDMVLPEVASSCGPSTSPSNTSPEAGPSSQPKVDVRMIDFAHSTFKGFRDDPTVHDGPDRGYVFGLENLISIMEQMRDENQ
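ADP-Glo luminescence measures ADP made by human IP6K1 during a 2 h RT reaction with ATP/IP6 (mix at 1.3 mM/130 uM); top library doses 57.5 and 19.1 uM final.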
GPT2 inh: Primary qHTS assay for inhibitors of Glutamate pyruvate transaminase 2 (GPT2). Alanine aminotransferase 2 (Homo sapiens), Q8TD30. Recombinant GPT2, coupled pyruvate oxidase/HRP Amplex Red fluorescence. Potency, µM (top dose mostly 57.7 µM), for the others: at the top dose activity change, negative = inhibition, actives largely listed as inhibitors. hit rate 0.25% among 100,000. AID 1671188, 2021; note: potency is the fitted concentration of half-maximal effect; nearly all actives have a fitted effect of over 60% in size; many of its hits are not listed in these tables
Target sequence (Q8TD30 whole entry, looked up): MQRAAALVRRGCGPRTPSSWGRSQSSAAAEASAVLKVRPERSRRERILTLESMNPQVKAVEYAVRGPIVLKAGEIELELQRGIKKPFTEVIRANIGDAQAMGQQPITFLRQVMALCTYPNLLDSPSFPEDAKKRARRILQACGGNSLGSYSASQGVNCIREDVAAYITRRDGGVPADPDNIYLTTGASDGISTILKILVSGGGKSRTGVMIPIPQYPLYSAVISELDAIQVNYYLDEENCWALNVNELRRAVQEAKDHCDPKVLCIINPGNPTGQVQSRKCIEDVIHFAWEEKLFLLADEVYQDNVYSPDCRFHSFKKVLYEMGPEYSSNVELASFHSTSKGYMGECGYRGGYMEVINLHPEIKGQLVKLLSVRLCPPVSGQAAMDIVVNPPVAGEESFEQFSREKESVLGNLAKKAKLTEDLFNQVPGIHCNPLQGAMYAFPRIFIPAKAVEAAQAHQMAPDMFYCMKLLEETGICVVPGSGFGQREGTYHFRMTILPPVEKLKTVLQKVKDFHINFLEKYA
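Fluorescence read-out: pyruvate from GPT2 turnover coupled to pyruvate oxidase, HRP and Amplex Red (0.2mM ThPP, 0.2U/mL PO and HRP, 50uM Amplex final). Substrates 250uM a-KG, 2mM L-alanine; enzyme 10ng/uL; 30 min RT.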
NIH3T3 tox: Cytotoxic Profiling in NIH 3T3 Cell Line of Diverse Libraries Using Quantitative High-Throughput Screening; AID 1345082, 2018; Potency, µM (series often up to 96.7 µM), without a hit: at the highest dose activity change, negative = cytotoxicity, usual class: inhibitors; hit rate 4.3% among 94,000; NIH 3T3 viability, CellTiter-Glo ATP luminescence, 48-72 h; note: potency is the fitted concentration of half-maximal effect; nearly all actives have a fitted effect of over 55% in size
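Viability of NIH 3T3 cells after 48 or 72 hr compound treatment at 37 °C was assessed by CellTiter-Glo, with luminescence imaged following a 10 min room-temperature step.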
HEK cytotox: Cytotoxic Profiling in HEK 293 Cell Line of Diverse Libraries Using Quantitative High-Throughput Screening; HEK 293 viability, ATP luminescence (CellTiter-Glo), 48-72 h; Potency, µM (highest dose often 115 µM), for the others: top-dose activity change, negative = cytotoxicity, actives largely listed as inhibitors; hit rate 6.6% among 94,000; AID 1345083, 2018; note: potency is the fitted concentration of half-maximal effect; nearly all actives have a fitted effect of over 60% in size
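Luminescence from cellular ATP, measured with CellTiter-Glo, indicates HEK 293 viability. Cells plated at 250 cells/well are treated with compound for 48 or 72 hr at 37 degree Celsius before reagent addition.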
SNCA viab count: GF-AFC viability counterscreen for inhibitors of alpha-synuclein gene (SNCA) expression; hit rate 0.12% among 150,000; Potency, µM (titrated, usually from 57.1 µM), for inactives: at the highest dose activity change, negative = cytotoxicity, actives largely listed as cytotoxic; HEK-293-SNCA-luc viability, GF-AFC fluorescence, 24 h;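 note: potency is the fitted concentration of half-maximal effect; 0% = DMSO-treated cells and -100% = medium-only wells without cells; nearly all actives have a fitted effect of over 30% in size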
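Cytotoxicity counterscreen: after 24 h compound treatment of genome-edited SNCA-luciferase HEK-293 cells, live-cell protease substrate GF-AFC read by fluorescence after 30 min; activity scaled between DMSO (0%) and medium-only (-100%), curves Hill-fitted.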
An asterisk follows results filed as active; i = inactive; ? = inconclusive; . = no result given; & = joins results of further samples; ! = not confirmed by another sample; [ ] = another dose, or the depositor's remark. Unless noted, calls come from the whole dose curve; as a rule, active = well fitted curve in the direction sought with a large enough effect; inconclusive = small, poorly fitted or top-dose-only effect, or another doubt; inactive = no such curve, though single readings can be large; an effect the other way counts as inactive or inconclusive. Unless noted, % is set by controls: 0 for no effect and ±100 for the full control effect. The list is partial (hit frequency here may not be typical).

Every second line gives: SNCA expr inhib | GPT2 inh | Luciferase inh | IP6K1 inhibitor | HEK cytotox | SNCA viab count | NIH3T3 tox
Cc1cccc(C)c1NC(=O)C(NS(=O)(=O)c1cccs1)c1ccccc1 (configuration not stated)
    -1% | . | . | 11 | . | -10% | .
CC(C)c1noc(-c2cccn3c(CNC(=O)c4cccc5[nH]ccc45)nnc23)n1
    -21% | i | 0% | 2 | ? | -22% | ?
O=C(C1CCCC1)N1CCC2(CCCCO2)CC1
    0% | i | 0% | 6 | -28% | 1% | -7%
O=C(NCc1ccc(-c2ncon2)cc1)[C@H]1CCC[C@@H](O)C1
    5% | 0% | -3% | 16 | -7% | -7% | i
Fc1ccc(OCCOC2CCNCC2)cc1
    -12% | i | 8% | 18 | -2% | -5%[12.5 µM] | -6%
COc1ccccc1CN1CC(c2noc(C3CCCCC3)n2)CC1=O (configuration not stated)
    3% | i | -2% | 1 | ? | -3% | ?
COc1cc(OC)cc(-c2nc3nc(C)c(CCC(=O)Nc4ccc(C)c(C)c4)c(C)n3n2)c1
    34%[activator] | . | . | 32 | . | 4% | .
CC(C)C1=NOC2(CCN(Cc3ccccc3)C2)C1 (configuration not stated)
    10%[87.6 µM] | -8%[88.5 µM] | . | 2 | i | -4%[87.6 µM] | 3%[138 µM]
COc1ccc(CCNc2nc3ccccc3c3nc(-c4cccc(C)c4)nn23)cc1OC
    66%[activator] | . | . | -6 | . | 2% | .
CCCC(=O)OCc1cnc(C)c2oc(=O)c(C(=O)Nc3ccc(F)cc3C)cc12
    ? | . | . | -10 | . | -2% | .
Cc1ccc(-c2ccccc2CN2CCN(C(=O)c3ccccc3F)CC2)cc1Cl
    -6% | i | . | 16 | ? | -13%[12.5 µM] | ?
N[C@@]1(C(=O)O)CC[C@H]2[C@H](C(=O)O)[C@H]21
    . | -23% | . | 12 | . | 14% | .
Cc1ccc(C(C)C)c(OCC(=O)Nc2ccc3c(c2)nc(CCNC(=O)c2ccco2)n3C)c1
    -5% | . | . | 5 | . | -10% | .
CCN(C(=O)Cn1cc(S(=O)(=O)N2CCN(c3ccccc3F)CC2)c2ccccc2c1=O)c1ccc(C)c(C)c1
    -10% | . | . | -14 | . | -4% | .
COCCNC(=O)[C@@H]1Cc2cn(Cc3ccncc3)c3cccc(c23)[C@H](CC(C)C)N1
    -38%[87.6 µM] | 5%[88.5 µM] | -3%[172 µM] | -8 | 45µM* | -16%[87.6 µM] | 45µM*
O=C(NCC1CCS(=O)(=O)C1)N1CCc2nc(-c3ccccc3)[nH]c2C1 (configuration not stated)
    10% | -4% | -3% | -2 | 2% | 4% | 3%
Cc1ccc(C(=O)NCCn2ccn3nc(-c4cc(C)ccc4C)cc3c2=O)cc1
    4% | i | 3% | -2 | ? | -4% | -17%
Cc1ccc(C(=O)N2CCCC(c3nc(-c4cccnc4)no3)CCNC(=O)CC2)cn1 (configuration not stated)
    1% | i | -15% | 13 | -19% | 6% | -19%
CCOC(=O)C(O)c1ccccc1 (configuration not stated)
    -33%[25.6 µM] | -3% | . | 6 | . | 3%[23.9 µM] | .
COc1ccc(-c2ccnc(N[C@H]3CO[C@H]4[C@@H]3OC[C@@H]4NC(=O)CCCC(=O)O)n2)cc1
    -12% | 1% | -5% | -3 | 4% | -1% | 0%

Looked up above.
O=C(C1CCCC1)N1CCC2(CCCCO2)CC1 – NIH3T3 tox: -7%
Cc1ccc(C(=O)NCCn2ccn3nc(-c4cc(C)ccc4C)cc3c2=O)cc1 – Luciferase inh: 3%

More entries.
Every second line gives: SNCA expr inhib | GPT2 inh | Luciferase inh | IP6K1 inhibitor | HEK cytotox | SNCA viab count | NIH3T3 tox
COc1ccc(-c2nc(-c3c(C)noc3C)cc3cc(CN(C)C)oc23)cn1
    -11%[87.6 µM] | 2%[88.5 µM] | -3%[172 µM] | -49* | ? | -3%[87.6 µM] | 50µM*
O=C(NCC1COc2ncncc2C(=O)N1Cc1ccccc1)c1cccs1 (configuration not stated)
    -4%[87.6 µM] | -2%[88.5 µM] | -2%[172 µM] | 3 | ? | -5%[87.6 µM] | ?
C=CCOc1c(OC)ccc2c1CN(CCOC)C(=O)CCN2CC(O)Cc1ccccc1 (configuration not stated)
    . | . | . | -5 | ? | . | -19%
Cc1cnc(C(=O)N2CCCC(c3nc(-c4ccccc4)no3)CCNC(=O)CC2)cn1 (configuration not stated)
    -4% | i | 3% | 18 | 3% | 2% | -2%
COc1cccc(/C=C/c2nc(C#N)c(NCCc3ccc(OC)c(OC)c3)o2)c1
    -9% | . | . | -8 | . | ? | .
COCc1cn(C[C@H]2C[C@@H](NC(=O)c3cc(C)on3)[C@H](O)[C@@H]2O)nn1
    20%[87.6 µM] | -22%[88.5 µM] | 1%[172 µM] | 19 | i | -4%[87.6 µM] | i
CCCC(=O)OCc1cnc(C)c2oc(=O)c(C(=O)Nc3ccccc3)cc12
    -14% | . | . | 1 | . | 6% | .
O=C(Cc1c[nH]c2ncc(-c3cccnc3)cc12)NCc1cccc(F)c1
    -28%[87.6 µM] | -1%[88.5 µM] | 5%[172 µM] | -7 | ? | -18%[87.6 µM] | 25µM*
CN(C)S(=O)(=O)N1CCc2c(nc3cc(-c4ccccc4)[nH]n3c2=O)C1
    -4% | i | -26% | 22 | -1% | 1% | 5%
CCc1nc(-c2c3n(c(=O)n(Cc4cccc(Cl)c4)c2=O)CCCC3)no1
    -28% | 3% | 4% | 8 | -12% | -15% | ?
O=C(c1cccc(Cl)c1)N1CCC2(C1)C(=O)N(CCc1ccccc1)c1ccccc12 (configuration not stated)
    ? | ? | 0%&-10% | 2&14 | 28µM* | ? | 40µM*!
Cc1ccc(CNC(=O)C2CCCN(C3CCN(C(=O)C4CC4)CC3)C2)cc1F (configuration not stated)
    -24% | -1% | -1% | 22 | -3% | 0% | i
COc1ccc(-c2cc(C[C@H]3CNCC[C@H]3CC(=O)NC(C)C)no2)cc1
    0%[87.6 µM] | -4%[88.5 µM] | -2%[172 µM] | 14 | -21%[172 µM] | 3%[87.6 µM] | -10%[174 µM]
COc1ccc(-c2noc([C@@H]3CCCN3C(=O)Cc3ccc(C)cc3)n2)cc1OC
    4% | i | -4% | 0 | ? | ? | ?
CC(C)(C)c1ccc(-c2nnc(-c3ccccc3NC(=O)c3cccc(C(F)(F)F)c3)o2)cc1
    13% | . | . | 4 | . | 7% | .
CCc1nc(CC)n2ccn(Cc3ccccn3)c(=O)c12
    64%[activator] | 3% | -7% | 16 | 8% | 5% | 0%
O=C(c1cccs1)N1CCCn2cc(-c3ccc4c(c3)OCO4)nc21
    104%[activator] | -5% | 40µM* | -8 | ? | -10% | i
Cc1ccc(C2Cn3nnc(-c4noc(-c5ccoc5)n4)c3CO2)cc1 (configuration not stated)
    9% | -7% | 0% | -5 | 14% | 17% | i
COCC1CN(C(C)=O)CC12CCN(Cc1ccc(Cl)c(F)c1)CC2 (configuration not stated)
    -6% | -10% | -11% | 2 | -21% | 4% | -18%
Cc1ccc(C)c(NC(=O)CCCn2c(C)c3cnn(-c4ccccc4)c(=O)c3c2C)c1
    -3% | . | . | -1 | . | -20% | .
O=C(Nc1ccccc1Cl)N1CCSc2ccccc21
    8% | . | . | 21 | . | 5% | .
Cc1ccccc1Cn1c(=O)n(CCCCCC(=O)NCc2ccc3c(c2)OCO3)c(=O)c2sccc21
    ? | . | . | 3 | . | -6% | .
Cc1cnc(C(=O)N2CC(N(C)Cc3cccnc3)C2)cn1
    112%[activator] | i | ? | 0 | -5% | -1% | i
O=c1c2nc(-c3ccsc3)ccc2ncn1Cc1ccccn1
    -17%[87.6 µM] | -10%[88.5 µM] | -1%[172 µM] | -6 | 1%[172 µM] | -1%[87.6 µM] | ?
Cc1ccc(OCC(=O)N2CCOc3ccc(CN4CCOCC4)cc3C2)cc1
    -15% | -6% | . | -10 | -28% | 5% | -30%
O=C(CN1C(=O)CC(c2ccco2)Sc2ccccc21)Nc1ccc(OC(F)(F)F)cc1 (configuration not stated)
    -12% | . | . | 0 | . | 1% | .
CC(=O)N1CCN(c2nc(-c3c(C)noc3C)cc3c2cc(-c2ccccc2)n3C)CC1
    -1%[87.6 µM] | i | -2%[172 µM] | -2 | ? | 3%[87.6 µM] | ?
COc1ccc(Nc2cnc3ccc(N4CCOCC4)nn23)cn1
    3%[87.6 µM] | ? | 11%[172 µM] | 10 | ? | -1%[87.6 µM] | ?
O=C1Cc2cc(S(=O)(=O)N3CCN(c4cccc(Cl)c4)CC3)ccc2N1
    -10% | . | . | -8 | . | 7% | .
Cc1c(C(=O)OC2CCCCCC2)[nH]c2c1C(=O)CC(c1ccccc1)C2 (configuration not stated)
    2% | . | . | 11 | . | -7% | .
Cc1noc(C)c1CC(=O)N1Cc2ccccc2OC2(CCN(C(=O)NC(C)C)CC2)C1
    12% | -6% | . | 6 | i | 6% | -4%
O=C1NCCN(Cc2cccc(Oc3ccccc3)c2)C1CC(=O)N1CCCOCC1 (configuration not stated)
    -7% | -6%[11.5 µM] | 2% | 22 | ? | 2% | -6%
Cc1noc(C)c1S(=O)(=O)N1CC(N(C)Cc2cccnc2)C1
    11% | ? | -11% | -13 | -11% | -2% | -19%
CN(C)CCNC(=O)C(=O)NCC(c1ccc2c(c1)OCO2)N1CCOCC1 (configuration not stated)
    2% | . | . | 11 | . | 1% | .
COc1ccc(C2c3c(n(C)c4ccccc34)C(=O)N2CC(=O)Nc2cccc(Cl)c2)cc1 (configuration not stated)
    ? | . | . | 6 | . | 1% | .
COc1ccc(N2CCN(c3oc(/C=C/c4cc(OC)c(OC)c(OC)c4)nc3C#N)CC2)cc1
    4% | . | . | -12 | . | -3% | .
O=C(CN1CCCc2nc(-c3ccccc3)ncc2C1=O)N1CCOCC1
    -8% | i | . | 7 | ? | -7% | -33%
COc1ccc(NC(=O)c2cccn2-c2nnc(N3CCCCC3)s2)cc1Cl
    8% | . | . | 6 | . | ? | .
Cc1ccc(CN2CCN(c3cc(C)nc(N)n3)CC2CCO)cc1 (configuration not stated)
    14% | -17% | -1% | 29 | ? | -19% | ?
C[C@]1(CO)C2CC[C@@H](O)[C@@H](CC(=O)N3CCCC3)[C@]2(C)CC[C@H]1OC(=O)Nc1ccccc1 (some centres not stated)
    -14% | 1% | 12% | 7 | 1% | -17% | -18%
COc1cccc(CN2CCOC3(CCN([S+](=O)([O-])c4ccccc4)CC3)C2=O)c1
    -37%[87.6 µM] | -23%[88.5 µM] | -16%[172 µM] | 0 | ? | ? | ?
Fc1ccc(Nc2nc3ccccc3n3cnnc23)c(F)c1
    28% | . | . | 33 | . | -13% | .
